From PubChem
AmpC inh det = AmpC beta-lactamase inhibition, detergent assay. Potency, µM (highest dose often 28.7 µM), for the others: top-dose activity change, negative = inhibition. purified AmpC, nitrocefin hydrolysis with detergent. AID 584. 0.09% of 71,000 active; active means well fitted curve in the direction sought with a large enough effect
Target sequence (P00811 whole entry, looked up): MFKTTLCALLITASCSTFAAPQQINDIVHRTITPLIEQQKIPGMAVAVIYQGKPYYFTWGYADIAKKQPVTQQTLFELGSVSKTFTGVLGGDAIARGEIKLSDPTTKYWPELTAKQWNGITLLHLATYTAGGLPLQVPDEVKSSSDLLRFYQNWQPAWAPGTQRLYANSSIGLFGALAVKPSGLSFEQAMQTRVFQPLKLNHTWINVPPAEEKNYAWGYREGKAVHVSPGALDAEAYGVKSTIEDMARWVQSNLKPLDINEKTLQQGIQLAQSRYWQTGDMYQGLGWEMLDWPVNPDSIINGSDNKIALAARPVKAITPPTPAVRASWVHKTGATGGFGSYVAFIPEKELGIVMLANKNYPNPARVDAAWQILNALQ
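E. coli AmpC (5.3 nM) in 20 mM phosphate pH 7.0 with 0.01% Triton X-100, preincubated 15 min RT with compound; nitrocefin (2 uL of 800 uM stock) hydrolysis followed by 480 nm absorbance every 20 s over 4 min.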
* = called active by the depositor; & = joins results of further samples; [ ] = remark or other dose. On the % scale 0 is the no-effect control and ±100 the full control effect; potency means the concentration at half of the fitted maximal effect.

| SMILES | AmpC inh det |
| --- | --- |
| Cc1oc2nc(SCC(=O)NCc3cccnc3)nc(N)c2c1C | -8% |
| O=C(O)CCSc1nnc(-c2ccccc2)n1-c1ccccc1 | -1% |
| Cc1c2cn[nH]c(=O)c2c(C)n1Cc1ccc(F)cc1 | 4% |
| O=C(NCc1nnc2n1CCCCC2)c1ccc(Cl)cc1Cl | 15% |
| O=C(CCC(=O)N1CCN(S(=O)(=O)c2ccccc2)CC1)NC1CCCc2ccccc21 (stereo unspecified) | -4% |
| O=C(CCn1c(SCC(=O)NCc2ccco2)nc2ccccc2c1=O)NCCc1ccccc1 | -1% |
| COc1ccc(S(=O)(=O)Cc2ccc(C(=O)N3CCN(Cc4ccccc4)CC3)o2)cc1 | 12% |
| Cc1cccc(NC(=O)c2cnc3sccn3c2=O)c1C | 1% |
| CCCCN1CCCC[C@H]1C(=O)Nc1c(C)cccc1C | -2%[12.8 µM] |
| CSc1nc(NC(C)(C)C)nc(Oc2ccc(=O)[nH]n2)n1 | -1% |
| COc1ccccc1NC(=O)CSc1nc(O)cc(=O)n1-c1ccccc1OC | -5% |
| CCOc1c(C)cc(-c2ncccc2O)cc1C | -2% |
| CCC(=O)c1ccccc1OCCCn1cncn1 | -5% |
| CN(C)C(=O)NC1CCCCCCCCCCC1 | 0% |
| COc1ccc2ccccc2c1/C=N/O | -5% |
| O=[N+]([O-])c1cc(Cl)c(Cl)cc1Cl | 8% |
| O=P1(Nc2ccc(F)cc2)COc2ccccc2OC1 | -2% |
| CCOc1ccc(Cl)cc1CSc1n[nH]c(CC)n1 | -1% |
| Cc1ccccc1N1CCN(S(=O)(=O)C[C@@]23CC[C@H](C[C@H]2NC(=O)[C@@H](N)CCS(C)(=O)=O)C3(C)C)CC1 | -2% |
| CCN(CC)c1ccc(-n2c(C)c(C(C)=O)c(C(C)=O)c2C)cc1 | 11% |
| CC(C)C(=O)NC(C)C(c1cccs1)N1CCN(C)CC1 (stereo unspecified) | 11% |
| CCC(=O)Nc1nnc(Sc2ccc(N(C)C)cc2)s1 | 2% |
| COc1ccc(OC)c(C2CC(=O)c3c([nH]c(C(=O)OCC4CCCO4)c3C)C2)c1 (stereo unspecified) | 13% |
| CCCN1CN(Cc2ccccc2)CC2=C1CC(C)(C)CC2=O | -2% |
| Cc1oc2c(CN3CCCC3)c(O)ccc2c(=O)c1Oc1ccccc1Br | -3% |
| Cc1cnc(CNc2ncncc2-c2ccccc2C(F)(F)F)cn1 | 8% |
| O=C(Nc1ccon1)C1CCN(S(=O)(=O)c2cccs2)CC1 | -3% |
| CCOC(=O)C1=C(C)NC(=O)NC1c1ccc(NC(C)=O)cc1 (stereo unspecified) | -4% |
| Clc1ccccc1CSc1nnc(-c2cccnc2)n1Cc1ccco1 | 0% |
| C[C@@H]1c2ccccc2CN1CC1=NCCN1 | -2% |
| O=C(CCSc1nnc2scc(-c3ccccc3)n12)Nc1nc(-c2ccccc2)ns1 | -4% |
| Cc1cc(C2C(=O)C(C(=O)c3ccc(Cl)cc3)C(=O)CC2(C)C)on1 (stereo unspecified) | -1% |
| CC(C)[C@@]1(NC(=O)[C@@H]2C[C@H]3c4cccc5[nH]cc(c45)C[C@@H]3N(C)C2)O[C@@]2(O)[C@H]3CCCN3C(=O)[C@H](Cc3ccccc3)N2C1=O | -5%&-8% |
| O=C(NCc1ccc(F)cc1)c1cnc2sccn2c1=O | 5% |
| CC1(C)NC(=O)N(CCCCOc2cccc(C(F)(F)F)c2)C1=O | -2% |
| Cc1cc(S(=O)(=O)Nc2c(C(=O)O)[nH]c3ccccc23)ccc1F | -14% |
| N#CC(C(=O)C1CCCCC1)c1nc2ccccc2[nH]1 (stereo unspecified) | -3% |
| CCC(=NC1CCN(Cc2ccccc2)CC1)c1c(O)[nH]c(=O)[nH]c1=O | 1% |
| O=c1cc(CSc2ccc(S(=O)(=O)N3CCCCC3)cn2)nc2sccn12 | -1% |
| COc1ccc(Cc2noc(-c3ccc(C)cc3)n2)cc1 | -3% |
| COC1(OC)N=C(N)C2(C#N)C(c3ccc(F)cc3)C12C#N (stereo unspecified) | -2% |
| CCC(CC)c1nnc(NS(=O)(=O)Cc2ccccc2)s1 | -3% |
| CCCCn1c(C)nc2c(=O)n(C)c(=O)[nH]c21 | 1% |
| COc1ccc(C2CC(=O)C(C=NCCN3CCN(C(C)=O)CC3)=C(O)C2)cc1OC (stereo unspecified) | 9% |
| O=C(COC(=O)CCc1c[nH]c(=O)[nH]1)Nc1ccccc1Cl | -6% |
| CC(=O)c1cc2c(cc1NC(=O)c1cc(C)nn1-c1ccccc1)OCO2 | 3% |
| CC(=O)NC1N=C(C)N(c2ccccc2)C1=O (stereo unspecified) | -5% |
| CC(C)NC(=O)N1CCCC2(CCN(C(=O)c3ccco3)CC2)C1 | -1% |
| CN(C)Cc1ccccc1-c1cncnc1Nc1ccc(F)cc1 | 10% |
| O=c1nc(N2CCOCC2)nc2n1CCO2 | 1% |

Carrying on.
| SMILES | AmpC inh det |
| --- | --- |
| COc1cc(C(c2nnnn2C2CCCC2)N2CCN(C)CC2)cc(OC)c1OC (stereo unspecified) | 9% |
| O=C(Nc1ccccc1Oc1ccccc1)c1cnccn1 | -10% |
| Cc1ccc(CNc2ccc(N3CCOCC3)c(C(=O)O)c2)s1 | -2% |
| Cc1ccc(CN(Cc2cc3cc(C)ccc3[nH]c2=O)C(=O)N2CCOCC2)cc1 | 1% |
| COc1ccc(N(CC(=O)N2CCCCC2)S(=O)(=O)c2c(C)nn(C)c2C)cc1 | 12% |
| O=C(c1ccco1)N1CCN(Cc2ccccc2C(F)(F)F)CC1 | -5% |
| CC(C)C1CC(c2csc(N)n2)CCO1 (stereo unspecified) | 2% |
| COc1cc(Cn2c(C(=O)O)cc3sccc32)cc(OC)c1OC | 11% |
| Cc1nnc2n(Cc3ccccc3)c(=O)c3c4c(sc3n12)CCCC4 | 1% |
| Cc1c(NC(=O)C(C)OC(=O)c2cc3c4ccccc4n(C)c3s2)c(=O)n(-c2ccccc2)n1C (stereo unspecified) | 17% |
| COc1ccc(OC)c(NC(=O)C2COc3ccccc3O2)c1 (stereo unspecified) | 10% |
| Cc1cc(C)c(S(=O)(=O)N(C)CC(=O)NC2CCCC2)c(C)c1 | -4% |
| CCOC(=O)c1cccc(NC(=O)CSc2nnc(COc3ccccc3C)o2)c1 | -5% |
| Cn1c(=O)oc2cc(S(=O)(=O)N3CCN(c4ccccn4)CC3)ccc21 | 5% |
| N#C/C(=C(/O)COC(=O)c1ccc2c(c1)OCCO2)c1nc2ccccc2[nH]1 | -2% |
| COc1ccc(S(=O)(=O)N2CCn3c2nc2ccccc23)cc1 | -3% |
| O=C(CSc1nnc2ccccn12)N1CCOCC1 | -3% |
| CC(C)(C)NC(=O)c1cc(NC(=O)c2ccco2)cc(NC(=O)c2ccco2)c1 | 6% |
| C#CCSc1nsc(SCC#C)c1C#N | 0% |
| Cc1c(C(=O)N2CCOCC2)sc(NC(=O)c2ccc3c(c2)OCO3)c1C#N | -7% |
| COCCOC(=O)C1=C(C)NC(=O)NC1c1c(OC)ncnc1OC (stereo unspecified) | 10% |
| CCOc1ccc(NC(=O)CSc2nnc(-c3ccccn3)n2N)cc1 | -6% |
| COC(=O)c1ccccc1NC(=O)NCc1ccco1 | 20% |
| CC(=O)c1ccc(N2CCN(C(=O)CCCn3c(=S)[nH]c4cc5c(cc4c3=O)OCO5)CC2)cc1 | -1% |
| CC(=O)OCC1C2CC[C@H]3C(OCc4ccc(F)cc4C(F)(F)F)OC[C@]4(C)[C@H]3C2=C(CN4C(=O)OC(C)(C)C)[C@H](C)C1COC(C)=O (stereo partly specified) | 6% |

Continuation.
| Compound | AmpC inh det |
| --- | --- |
| O=C(CN1CCN(c2ccccn2)CC1)Nc1cc(C(F)(F)F)ccc1Cl | 1% |
| COc1ccccc1C1NC(=O)NC(C)=C1C(C)=O (stereo unspecified) | 0% |
| O=C1c2ccccc2C(=O)N1CCN1CCOCC1 | 5% |
| CCOC(=O)N1CCN(C(=O)COc2cc(=O)n(CC)c3ccccc23)CC1 | -4% |
| CN1CCN(c2ncc3nc(-c4ccc(Cl)cc4)c(=O)n(C4CC4)c3n2)CC1 | -1% |
| O=S(=O)(c1ccccc1)N1CCN(C2CCCCCCC2)CC1 | -6% |
| Cc1ccc(S(=O)(=O)N[C@H](C(=O)N2CCC(C(=O)NCC(=O)O)CC2)C(C)C)cc1 | 12% |
| O=C(c1ccc(Br)cc1)C1CCc2occc2C1=O (stereo unspecified) | -2% |
| CCOC(=O)N1CCC(N2CCN(S(=O)(=O)CC)CC2)CC1 | -2% |
| Cc1cccc(Cn2cnc3c(nnn3Cc3ccccc3F)c2=O)c1 | -4% |
| O=C(Nc1ccccc1C(=O)N1CCCCC1)C1CCCCC1 | -4% |
| CCn1c(SCC(=O)Nc2cc(C)on2)nnc1-c1ccc(S(=O)(=O)N2CCCC2)cc1 | 15% |
| CCC(SC1=Nc2ccccc2C2=NC(CC(C)C)C(=O)N12)C(=O)Nc1ccc2c(c1)OCO2 (stereo unspecified) | -1% |
| CC(C)NS(=O)(=O)c1ccc(OCC(=O)N2CCN(Cc3ccccc3)CC2)cc1 | -1% |
| COc1cccc(CNC2CN3CCC2CC3)c1OC (stereo unspecified) | -3% |
| CC[C@@H]1OC(=O)[C@H](C)[C@H](O[C@@H]2C[C@](C)(OC)[C@H](O)[C@H](C)O2)[C@H](C)[C@H](O[C@@H]2O[C@@H](C)C[C@@H](N(C)C)[C@@H]2O)[C@](C)(O)C[C@H](C)[C@@H]2N[C@H](COCCOC)O[C@H]([C@@H]2C)[C@]1(C)O | -1%[12.8 µM] |
| O=C1CSC2(CCN(CCCN3c4ccccc4Sc4ccc(Cl)cc43)CC2)N1 | -5%[5.75 µM] |
| COc1ccccc1CNC(=O)CSc1nc2nc(C)cc(C)n2n1 | -1% |
| CCn1nnnc1SCCSc1nnnn1CC | -1% |
| CC(OC(=O)c1cccs1)C(=O)NCc1cccs1 (stereo unspecified) | 9% |
| CCCC(=O)C1C(=O)NC(=O)NC1=O | -9% |
| CCn1c(NC(=O)c2cccs2)nc2ccccc21 | -2% |
| CCC(C)[C@H](N)c1nnc(SCc2cccc(F)c2)o1 (stereo partly specified) | 10% |
| COc1cc(NC(=O)c2cc3sccc3n2C)cc(OC)c1 | 0% |
| Cc1cc(C(C)(C)C)oc1C(=O)N1CCN(C(=O)c2oc(C(C)(C)C)cc2C)CC1 | -8% |
| Cc1ccc2c(CC(=O)OC(C)C(=O)NCc3ccc4c(c3)OCO4)coc2c1 (stereo unspecified) | -6% |
| Cc1cc(Nc2ccccc2N2CCOCC2)n2ncnc2n1 | 9% |
| CN1CCN(c2nc3c(c(=O)[nH]c(=O)n3C)n2CCCSc2ncccn2)CC1 | 5% |
| CC[C@@H]1[C@@H]2Cc3ccc(O)cc3[C@@]1(CC)CCN2C | -2%[5.75 µM] |
| CN(C)CCSc1nc(N)c2c3c(sc2n1)COC(C)(C)C3 | -4% |
| CC(C)C(c1nnnn1Cc1ccccc1)N1CCC(C(N)=O)CC1 (stereo unspecified) | -4% |
| Nc1c(C(=O)NC2CCCC2)c2nc3ccccc3nc2n1CC1CCCO1 (stereo unspecified) | -5% |
| Cc1oc(-c2cccs2)nc1CS(=O)CC(=O)NCCCN1CC(C)CC(C)C1 (stereo unspecified) | 4% |
| NC(N)=NCCN=C(N)N | -1%[5.75 µM] |
| CCCCn1c(=O)n(CC(=O)Nc2ccc(C)c(Cl)c2)c(=O)c2c1ncn2Cc1ccco1 | -5% |
| O=C(Cn1nnc(-c2ccccc2)n1)c1ccccc1 | -4% |
| CCCC(C(=O)NCc1ccco1)N(C(=O)CNS(=O)(=O)c1ccc(Cl)cc1)C1CCCC1 (stereo unspecified) | 24% |
| c1cncc(-c2nc(-c3ccco3)cs2)c1 | -4% |
| CCOC(=O)c1[nH]nc2c1C(=O)N(Cc1ccccc1)C2=O | -1% |
| CSc1nc2ccc(NS(=O)(=O)c3ccc4c(c3)OCCO4)cc2s1 | 12% |
| Cc1ncsc1CCSc1n[nH]c(=O)n1-c1ccccc1 | 21% |
| Brc1ccc(Oc2cc(Br)c(Br)cc2Br)c(Br)c1 | 8%&8% |
| COc1cccc(NC(=O)C2CCN(S(C)(=O)=O)CC2)c1 | -4% |
| CCOC(=O)C1CCN(C(=O)c2cccnc2)CC1 | -6% |
| O=C(O)c1ccc2c3c(ncnc13)-c1ccccc1C2=O | -6% |
| O=c1oc2c(CN3CCOCC3)c(O)c(Cl)cc2c2c1CCC2 | 14% |
| COC(=O)c1cc(NC2c3ccccc3C(=O)N2c2cccnc2)cc(C(=O)OC)c1 (stereo unspecified) | 13% |
| Cc1nc2ccccc2c(=O)n1N | -1% |
| Cc1cc(NC(=O)Cn2cnc3c(cnn3C(C)(C)C)c2=O)no1 | 6% |
| C=CCn1c(SCC(=O)O)nnc1-c1cccc(Cl)c1 | 0% |
| Cc1cc(Br)ccc1NC(=O)CCN1C(=O)c2ccncc2C1=O | -3% |
| Cc1nnc(SCC(=O)N2CCOCC2)n1C | 6% |
| CC(Sc1nc(N)cc(=O)[nH]1)C(=O)NC1CCCCC1 (stereo unspecified) | -3% |

The list is partial; count on the stated rates, not on these rows.
